# TNAP inh hi DEA = human TNAP enzyme inhibitors, primary screen, biochemical, luminescent, high phosphate acceptor level, uHTS | Alkaline phosphatase, tissue-nonspecific isozyme (Homo sapiens), P05186 | purified TNAP, CDP-star luminescence, 1 M DEA | inhibition, % at 20 µM | hit rate 0.03% among 200,000 | AID 1135, 2008;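 active = over 50% inhibition of tissue-nonspecific alkaline phosphatase at 20 µM in the single-dose screen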;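 also: plate controls were DMSO wells for no effect and EDTA-quenched wells as full inhibition for full effect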
# Target sequence (P05186 whole entry, looked up): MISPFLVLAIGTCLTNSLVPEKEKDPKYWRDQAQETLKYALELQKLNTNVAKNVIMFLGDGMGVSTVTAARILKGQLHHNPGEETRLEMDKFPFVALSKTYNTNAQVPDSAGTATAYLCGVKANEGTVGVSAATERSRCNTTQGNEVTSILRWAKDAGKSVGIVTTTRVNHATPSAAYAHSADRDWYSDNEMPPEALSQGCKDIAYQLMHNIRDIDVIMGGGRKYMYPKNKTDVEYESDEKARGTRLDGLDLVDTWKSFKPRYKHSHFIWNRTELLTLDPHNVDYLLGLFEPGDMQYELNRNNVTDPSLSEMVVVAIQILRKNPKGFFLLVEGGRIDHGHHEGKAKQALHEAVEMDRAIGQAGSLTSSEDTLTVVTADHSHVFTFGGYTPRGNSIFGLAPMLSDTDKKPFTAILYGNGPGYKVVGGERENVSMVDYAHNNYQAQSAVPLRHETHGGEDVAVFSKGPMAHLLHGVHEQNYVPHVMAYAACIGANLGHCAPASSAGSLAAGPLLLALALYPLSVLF
# PMI act = activators of human PMI, primary screen, biochemical, fluorescence intensity, near-Km mannose 6-phosphate; Mannose-6-phosphate isomerase (Homo sapiens), P34949; AID 1214, 2008; hit rate 0.005% among 190,000; activation factor at 20 µM; purified human PMI, coupled resazurin fluorescence, 20 min; active compounds read high; 1 = vehicle control, 0 substrate-free wells;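 active = activation factor of 2 or more at 20 µM, relative to plate controls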
# Target sequence (P34949 whole entry, looked up): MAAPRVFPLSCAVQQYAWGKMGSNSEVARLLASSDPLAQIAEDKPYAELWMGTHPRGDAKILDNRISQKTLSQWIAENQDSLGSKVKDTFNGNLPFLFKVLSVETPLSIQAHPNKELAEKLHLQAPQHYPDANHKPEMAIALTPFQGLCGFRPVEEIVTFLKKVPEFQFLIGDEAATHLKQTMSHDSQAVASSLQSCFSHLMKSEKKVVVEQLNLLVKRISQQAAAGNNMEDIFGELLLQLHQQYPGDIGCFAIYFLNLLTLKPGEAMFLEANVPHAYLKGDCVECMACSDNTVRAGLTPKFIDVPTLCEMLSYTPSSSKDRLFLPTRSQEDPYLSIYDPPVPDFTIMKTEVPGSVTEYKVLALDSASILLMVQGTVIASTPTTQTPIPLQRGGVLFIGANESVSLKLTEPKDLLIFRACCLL
# NF-kB expr up = activators of NF-kB expression in neurons, primary screen, cell-based, HTS; hit rate 1.6% among 190,000; human neuronal cells, NF-kB reporter expression; active compounds read high; AID 1239, 2008; fold change at 12.5 µM; in the data active = fold change above about 3.3
# APP 5'UTR act = activators of APP 5'UTR luciferase reporter, primary screen, SH-SY5Y cells; activation, % at 2 µM; SH-SY5Y APP 5'UTR luciferase reporter, luminescence; zero percent = DMSO vehicle wells; AID 1276, 2008; hit rate 1% among 190,000;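 active = activation above a set limit, based on mean plus 3 SD of controls, cut at about 140% in these data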; also: values of inactives mirror those of a sister screen read the other way
# TNAP inh no acc = human TNAP enzyme inhibitors, primary screen, biochemical, luminescent, no phosphate acceptor, uHTS; Alkaline phosphatase, tissue-nonspecific isozyme (Homo sapiens), P05186; purified TNAP, CDP-star luminescence, 30 min; inhibition, % at 20 µM; hit rate 0.26% among 200,000;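 active = tissue-nonspecific alkaline phosphatase inhibition above about 50% at 20 µM in the single-dose screen, limit read from the data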;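 also: 0% = DMSO negative control and 100% = EDTA positive control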
# TNAP act hiacc = TNAP activators at high phosphate acceptor level, primary screen, biochemical, luminescence, uHTS; Alkaline phosphatase, tissue-nonspecific isozyme (Homo sapiens), P05186; purified TNAP, CDP-star luminescence, 1 M DEA, 30 min; active compounds read high; 0 = EDTA background, 1 = DMSO-only activity; activation factor at 20 µM; 200,000 tested, under 10 active; AID 1136, 2008;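 active = activation factor at least 2 at 20 µM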
#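 Assay system: human TNAP; Input: enzyme diluted 1/800 final; Reagent: CDP-star luminogenic substrate at 100 µM final; Timing: 30 min, room temperature; Signal: luminescence; Evaluation: TNAP activation factor scaled between EDTA and DMSO control wells.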
# bIAP activator = bovine intestinal alkaline phosphatase activators, primary screen, biochemical, bovine IAP, CDP-star luminescence | alkaline phosphatase, intestinal [Bos taurus] | purified bovine IAP, 30 min; active compounds read high; fold of DMSO-control signal, blank-subtracted | activation factor at 20 µM | AID 1016, 2008 | hit rate 0.17% among 200,000;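 active = activation factor of 2 or more at 20 µM, a signal rise over negative controls twice the positive control's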
# FLuc inh counter = firefly luciferase enzyme inhibitors, primary screen, artefact control for luciferase-based inhibitor screens, biochemical, luminescence, ATPLite | Luciferin 4-monooxygenase (Photinus pyralis), P08659 | hit rate 1.5% among 200,000 | 10 min | AID 1006, 2008 | inhibition, % at 10 µM;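 active = inhibition above about 50% when tested at 10 µM, limit read from the data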
# PMI act hi M6P = human PMI activators, high substrate, primary screen, biochemical, fluorescence intensity, near-saturating mannose 6-phosphate | coupled PMI enzyme assay, resazurin fluorescence, 20 min; active compounds read high; 1 = untreated enzyme, 0 = substrate-free blank | hit rate 0.34% among 190,000 | activation factor at 20 µM;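 active = activation factor of 2 or more at 20 µM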
#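 test system = human PMI in coupled enzyme assay | medium = HEPES-buffered pH 7.4 with magnesium and detergent | also added = 1.0 mM mannose-6-phosphate substrate with 0.22 mM NADP+ | compound = 20 µM single dose | times = 20 min incubation at room temperature | measured by = resorufin fluorescence (Ex 544/Em 590 nm) from resazurin via diaphorase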
# FLuc act counter = FLuc activators, initial screening, artefact control for FLuc-dependent activation tests, biochemical, ATPlite luminescence. Luciferin 4-monooxygenase (Photinus pyralis), P08659. ATPlite luciferase biochemical, 10 min; 0 = ATP-free wells, 1 = DMSO control. activation factor at 10 µM. 200,000 tested, under 10 active. AID 1027, 2008;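 active = luciferase activation factor, scaled between plate controls, of at least 2 with compound at 10 µM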
#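 Material: luciferase plus luciferin reagent, cell-free. Medium: PBS buffer for ATP. Also added: ATP substrate, dispensed from a 10.24 µM working solution in PBS. Doses: test compounds dosed from 2 mM stocks in 100% DMSO. Incubation: 10 min post-reagent at room temperature. Technique: light output (luminescence). Read-out basis: luminescence gain marking luciferase activators.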
# The depositor's hits bear a star; x = no result given.
SMILES,TNAP inh hi DEA,PMI act,NF-kB expr up,APP 5'UTR act,TNAP inh no acc,TNAP act hiacc,bIAP activator,FLuc inh counter,PMI act hi M6P,FLuc act counter
CCN(Cc1ccccc1)S(=O)(=O)c1ccc(C(=O)N2CCN(c3nc4ccccc4s3)CC2)cc1,-6,0.9,1.1,-8,-3,1.1,1,-3,0.8,1
Cc1cc(C)nc(SCNC(=O)c2ccc(F)cc2)n1,-1,1,1.1,19,-9,1,0.9,-8,1,1.1
COc1cc(CN2CCC(C(=O)N3CCCC(C)C3)CC2)cc(OC)c1O (configuration not stated),-5,0.8,0.98,x,0,1.1,1.1,-12,0.8,1.1
CCOC(=O)c1cnc(-n2cc(C)cn2)nc1Nc1ccccc1OCC,-7,0.9,1,-4,-5,1.1,0.9,-5,0.9,1
O=C(O)CN1CCN(c2ncc(C(F)(F)F)cc2Cl)CC1,2,1,x,14,-3,1,0.9,1,0.9,1
CN(Cc1cccnc1)C(=O)CNC(=O)c1ccc(Cl)cc1Cl,2,1,1,5,-5,1,1.1,-2,1,1
CCOc1ncccc1C(=O)Nc1ccc(-c2ccc3nnc(C)n3n2)cc1,-3,1.2,1.1,-7,11,1,1,-5,1.2,1
Cc1nnc(SCCn2c(N3CCCC(C)C3)nc3c2c(=O)[nH]c(=O)n3C)s1 (configuration not stated),-2,1,1.1,5,-5,1,0.9,0,1,1
CCn1c(=O)n(CCOC)c(=O)c2c3c(sc21)CCCC3,0,0.9,1.2,2,-5,1,1.1,-6,0.9,1.1
Cc1ccc(-n2nc3c(c2NC(=O)c2ccc4c(c2)OCO4)CS(=O)C3)cc1 (configuration not stated),-2,1.1,1.5,-11,-10,1,1,-23,1,1.2
Cc1cccc2nc(CSc3nnnn3-c3ccccc3)cn12,-5,1,1.2,-8,-12,1,1,-5,1.1,1
CCN(CC)c1ccc(NC(=O)CCCCCN2C(=O)c3ccccc3C2=O)cc1,3,0.9,1,-5,-4,1,1,3,0.9,1
COc1ccc(CCNC(=O)CSCc2c(F)cccc2Cl)cc1OC,-5,1,1.2,6,-8,1.1,1,-1,0.9,1
CCc1ccccc1NC(=O)Cn1c(=O)n(-c2ccc(CC(=O)NCC3CCCO3)cc2)c(=O)c2ccccc21 (configuration not stated),-1,1,0.88,12,-7,1,1.2,-5,1,1
Cc1cc(SCC(=O)N(C)C2CCS(=O)(=O)C2)nc2c(C)cccc12 (configuration not stated),-4,1.1,1,-16,2,1,1.1,-9,1.1,1.1
O=C(NCc1ccccc1Cl)c1ccc(Cn2cc(C(F)(F)F)ccc2=O)cc1,-2,0.9,0.97,4,4,1,1,-9,0.9,1.1
CCOC(=O)C1CCN(C(=O)c2cccnc2)CC1,0,1,1,-4,-8,1,0.9,-2,0.9,1
C[C@H](NC(=O)c1nc[nH]c1C(=O)NCc1ccccc1)C(=O)OC(C)(C)C,-4,1,0.87,-5,-9,1,1.3,-4,1,1
COc1ccc(-c2noc(CN3CCCCC3)n2)cc1OC,-1,1,1.2,2,-4,1,1,1,1,1
Cc1ccc(OCC(O)CN2CCN(c3ccccn3)CC2)c(C)c1 (configuration not stated),-8,1,1.1,-17,-9,1.1,1.1,-1,1,1
CCOC(=O)c1c(C)oc2c1c(C=NCc1ccccn1)c(O)c1ccccc12,7,0.4,0.71,-1,12,0.9,0.9,-2,0.7,1
COC(=O)c1cccc(S(=O)(=O)N2CCCC2)c1,-3,1.1,1.1,-8,-10,1,1,-4,1,1
O=C(CN1C(=O)c2ccccc2C1=O)N1CCN(c2nnc(-c3ccccc3)c3ccccc23)CC1,3,0.9,0.65,-6,-5,1,0.9,0,1,1
O=C(NCCc1ccccc1)c1cc(S(=O)(=O)N2CCOCC2)ccc1F,0,0.9,1.4,-5,-6,1,1,-2,1,1
Cc1ccc(N=Cc2c(O)n(C)c(=O)n(C)c2=O)nc1,-7,0.9,1.1,-13,-8,1.1,1,11,0.9,0.9
CC(=O)NCC(=O)OCc1ccc([N+](=O)[O-])cc1,0,1.1,1.1,0,-4,1,1,6,1,0.9
COC(=O)C1=C(C(=O)OC)C2(OC1c1ccc(Br)cc1)C(=O)c1ccccc1C2=O (configuration not stated),-3,1.4,1.2,16,1,1,1,-4,1.4,1
Cc1ccc(Cn2c(/C=C/c3ccco3)nc3ccccc32)cc1,8,1.2,2.6,37,-8,0.9,0.7,1,1.1,1
O=C(/C=C/c1ccc(OCc2cccc(Cl)c2)cc1)N1CCOCC1,2,0.9,0.76,-6,-8,1,1,0,0.9,1
COC(=O)c1cnn(-c2nc(OC)cc(OC)n2)c1C,1,1,1.3,4,-7,1,1,-5,1,1.1
CC(=O)NC(NC(C)=O)c1ccc(Br)cc1,8,1,1.2,-6,-1,0.9,1,-1,1,1
Cc1ccccc1NC(=O)COC(=O)c1ccc(S(C)(=O)=O)c([N+](=O)[O-])c1,-4,1.1,1.6,-13,-90,1,1.1,-4,1.1,1
COc1cc(CC(=O)N/N=C/c2ccccc2)c([N+](=O)[O-])cc1OC,0,0.9,1.4,0,0,1,0.7,5,0.9,0.9
CCC(=O)N1CCN(c2ccccc2NC(=O)c2ccc(-c3cccc([N+](=O)[O-])c3)o2)CC1,-2,1,1.2,-8,8,1,1.2,-8,1,1.1
C=CC[C@H]1CC(C)=C[C@H](CC=C)N1,-4,1.1,1.2,-5,-12,1,1,-6,1,1.1
CSc1nc2sccc2c(=O)[nH]1,-4,1.4,1.2,29,-6,1,1,0,1.1,1
CC1CC(N(C(=O)c2ccccc2Cl)c2ccccc2)c2ccccc2N1 (configuration not stated),0,0.8,1,-5,-5,1,0.9,-4,0.9,1
Cc1cc2ncc(S(C)(=O)=O)c(N)n2n1,-5,1.1,1.2,-2,-2,1.1,1.1,-9,1,1.1
CCn1c(SCC(=O)c2c(N)n(C)c(=O)n(C)c2=O)nc2sc(C)c(C)c2c1=O,-4,1.1,x,x,-10,1,1,0,1,1
CCCCC(=O)Nc1ccc(C(=O)N2CCC(C(=O)OCC)CC2)cc1,-2,1,1.4,-3,-15,1,1,-6,1,1.1
Cc1cc(Nc2ccccc2)n(-c2ccc(Br)cc2)n1,-3,0.9,1.1,-12,-8,1,0.4,-6,1,1.1
O=C(CN1CCC(c2nc3ccccc3[nH]2)CC1)NCc1ccc2c(c1)OCO2,-4,1,1,7,-8,1,1,-4,0.9,1
Cc1cc(C)n(-c2ccc(C(=O)OCC(=O)Nc3ccccc3[N+](=O)[O-])cc2)n1,-1,0.9,0.98,2,1,1,1,-6,0.9,1.1
Cc1ccc(S(=O)(=O)NC(=O)NN2CCCCCC2)cc1,4,1.7,1.3,3,-5,1,1.1,-4,2*,1
C=CCNC(=S)Nc1cccc2ccccc12,-1,0.8,1.2,18,-3,1,0.9,-1,0.9,1
COC(=O)c1cc(C(=O)OC)cc(N2C(=O)CN=C2Nc2nc(C)cc(C)n2)c1,-4,1,1.1,18,-14,1,1.2,-5,1,1.1
O=c1[nH]sc2ccccc12,-4,1.1,0.7,-12,-4,1,1.2,10,1.5,0.9
O=C(NC(Cc1ccccc1)C(=O)N1CCN(c2ccccn2)CC1)c1ccco1 (configuration not stated),-4,0.9,1.1,-9,-11,1,1,-9,0.9,1.1

# Three structures already listed, ordered by molecular weight, falling.
SMILES,TNAP inh hi DEA,PMI act,NF-kB expr up,APP 5'UTR act,TNAP inh no acc,TNAP act hiacc,bIAP activator,FLuc inh counter,PMI act hi M6P,FLuc act counter
COc1cc(CC(=O)N/N=C/c2ccccc2)c([N+](=O)[O-])cc1OC,0,0.9,1.4,0,0,1,0.7,5,0.9,0.9
CCn1c(=O)n(CCOC)c(=O)c2c3c(sc21)CCCC3,0,0.9,1.2,2,-5,1,1.1,-6,0.9,1.1
C=CC[C@H]1CC(C)=C[C@H](CC=C)N1,-4,1.1,1.2,-5,-12,1,1,-6,1,1.1

# Next section
SMILES,TNAP inh hi DEA,PMI act,NF-kB expr up,APP 5'UTR act,TNAP inh no acc,TNAP act hiacc,bIAP activator,FLuc inh counter,PMI act hi M6P,FLuc act counter
C=CCNC(=S)N1CCN(c2cccc(C(F)(F)F)c2)CC1,-2,1,1.1,-4,-7,1,1.1,-6,1,1.1
C=CCSC(=S)NC1CCS(=O)(=O)C1 (configuration not stated),-3,0.9,1.3,3,17,1,1.1,-9,0.5,1.1
COc1ccc2c(c1)nc(SCC(O)c1ccccc1)n2C (configuration not stated),-3,1,1.2,-2,-1,1,1,2,1,1
COCCNC(=O)C(c1c[nH]c2ccccc12)N(C(=O)c1snc(C(N)=O)c1N)c1cccc(OC)c1 (configuration not stated),-7,0.9,1.1,16,-18,1.1,1.1,-6,1,1.1
CCOc1ccc(CN2C(=O)c3ccccc3C2C(=O)NCC2CCCO2)cc1 (configuration not stated),-1,1,1.3,25,-5,1,1,-5,1,1
CS(=O)(=O)NCCNc1ccc(C(F)(F)F)cc1[N+](=O)[O-],4,1,1.7,6,6,1,0.9,-6,1.1,1.1

# Filtered by structure, the compounds so far containing an aryl thioether with sulfur outside any ring.
SMILES,TNAP inh hi DEA,PMI act,NF-kB expr up,APP 5'UTR act,TNAP inh no acc,TNAP act hiacc,bIAP activator,FLuc inh counter,PMI act hi M6P,FLuc act counter
Cc1cc(C)nc(SCNC(=O)c2ccc(F)cc2)n1,-1,1,1.1,19,-9,1,0.9,-8,1,1.1
Cc1nnc(SCCn2c(N3CCCC(C)C3)nc3c2c(=O)[nH]c(=O)n3C)s1 (configuration not stated),-2,1,1.1,5,-5,1,0.9,0,1,1
Cc1cccc2nc(CSc3nnnn3-c3ccccc3)cn12,-5,1,1.2,-8,-12,1,1,-5,1.1,1
Cc1cc(SCC(=O)N(C)C2CCS(=O)(=O)C2)nc2c(C)cccc12 (configuration not stated),-4,1.1,1,-16,2,1,1.1,-9,1.1,1.1
CSc1nc2sccc2c(=O)[nH]1,-4,1.4,1.2,29,-6,1,1,0,1.1,1
CCn1c(SCC(=O)c2c(N)n(C)c(=O)n(C)c2=O)nc2sc(C)c(C)c2c1=O,-4,1.1,x,x,-10,1,1,0,1,1
COc1ccc2c(c1)nc(SCC(O)c1ccccc1)n2C (configuration not stated),-3,1,1.2,-2,-1,1,1,2,1,1
